# Screens (PubChem)
# D3 antag: qHTS of D3 Dopamine Receptor Antagonist: qHTS. max response, negative = inhibition, %. actives 2.5% (n = 360,000). D3R cells, DiscoveRx beta-arrestin luminescence, antagonist mode; active compounds read low; in the data active means max response below about -50%; inconclusive means no clear call, values can overlap the other calls; further: on the % scale 0 is the no-effect control and ±100 the full control effect; mostly tested at two doses, the higher about 12 µM
# Target sequence (P35462 whole entry, looked up): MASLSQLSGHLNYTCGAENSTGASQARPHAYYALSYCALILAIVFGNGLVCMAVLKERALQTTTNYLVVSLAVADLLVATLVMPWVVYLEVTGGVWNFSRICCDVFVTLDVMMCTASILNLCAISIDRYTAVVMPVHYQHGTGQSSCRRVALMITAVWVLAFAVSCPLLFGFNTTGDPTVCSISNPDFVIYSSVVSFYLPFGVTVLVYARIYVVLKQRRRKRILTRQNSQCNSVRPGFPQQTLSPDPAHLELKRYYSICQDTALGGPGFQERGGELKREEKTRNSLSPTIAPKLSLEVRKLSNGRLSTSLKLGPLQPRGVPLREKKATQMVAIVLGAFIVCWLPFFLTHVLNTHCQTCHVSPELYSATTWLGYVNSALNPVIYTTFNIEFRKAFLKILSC
#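 Cells plated overnight at 1500 cells/well, then exposed to library compounds with dopamine controls for 90 minutes at 37 degrees C. DiscoveRx reagent added for 30–60 minutes at room temperature; luminescence read, quantitative HTS format.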
# aSyn yeast inh: qHTS of alpha-syn Inhibitors. Yeast expressing alpha-synuclein, growth rescue, BacTiter-Glo, 24 h. Potency, µM (series often up to 46.1 µM), for the others: at the top dose growth rescue (activation), most hits filed as activators. actives 0.14% (n = 370,000). AID 652106, 2013; further: potency means the concentration at half of the fitted maximal effect; % of control where 0% means no effect; nearly all actives have a fitted effect of over 65% in size
#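 Rescue of yeast growth: cells expressing toxic alpha-synuclein, induced in galactose at OD600 0.02, incubated with compound 24 h at 30 C. ATP luminescence quantified growth; inhibitors of toxicity appear as activators.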
# EPAC2 antag: qHTS for Antagonist of cAMP-regulated guanine nucleotide exchange factor 2 (EPAC2): primary screen; Rap guanine nucleotide exchange factor 4 (Homo sapiens), Q8WZA2; EPAC2 GEF exchange of Rap1B-BODIPY-GDP, fluorescence; Potency, µM (doses to about 114 µM), for the others: top-dose activity, negative = inhibition, actives largely listed as inhibitors; actives 0.18% (n = 360,000); AID 720708, 2013; further: potency means the concentration at half of the fitted maximal effect; on the % scale 0 is the no-effect control and ±100 the full control effect; nearly all actives have a fitted effect of over 45% in size; many of its hits are not listed in these tables
# FUS yeast rescue: qHTS for Suppressors of FUS Proteinopathy: Primary screen using FUS-linked yeast assay | actives 0.24% (n = 390,000) | Potency, µM (highest dose often 76.6 µM), for the others: at the highest dose growth rescue (activation), most hits filed as activators | S. cerevisiae FUS-expressing, growth rescue, OD600, 24 h | AID 1347120, 2019;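 further: potency means the concentration at half of the fitted maximal effect; plate controls were DMSO vehicle for no effect and reference control for full effect; nearly all actives have a fitted effect of over 55% in size; some results filed as inactive show a strong effect at the top dose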
#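 Absorbance at 600 nm, taken 24hr after compound addition, measured rescue of FUS-yeast growth at 30C. Induction used 2% galactose with seeding at OD 0.005. Controls: CP55940 from 92uM final, DMSO only.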
# D3 ag: qHTS of D3 Dopamine Receptor Agonist: qHTS; D(3) dopamine receptor (Homo sapiens), P35462; D3R DiscoveRx beta-arrestin cells, luminescence, 90 min; max activation, %; actives 0.58% (n = 410,000); in the data active means max activation above about 30%; further: 0% is about no effect; mostly tested at two doses, the higher about 12 µM
#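 Cells at 1500/well, incubated overnight, then treated with pinned compounds (dopamine as control) for 90 min at 37 degrees C. DiscoveRx reagent added for 30 - 60 minutes at room temperature; luminescence read.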
# TDP43 rescue: qHTS of TDP-43 Inhibitors. TDP-43 expressing yeast growth rescue, BacTiter-Glo, 24 h. Potency, µM (titrated, usually from 46.1 µM), for the others: at the top dose growth rescue (activation), usual class: activators. actives 1.8% (n = 410,000). AID 652104, 2013; further: potency means the concentration at half of the fitted maximal effect; % of control where 0% means no effect; nearly all actives have a fitted effect of over 50% in size
#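 Yeast expressing TDP-43 (pregrown in raffinose, seeded at OD600=0.02 in galactose medium) exposed to compounds 24 hr at 30 deg C. Growth read by BacTiter-Glo luminescence; rescue of toxicity appears as increased signal.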
# EPAC2 ag: qHTS for Agonist of cAMP-regulated guanine nucleotide exchange factor 4 (EPAC2): primary screen | actives 0.079% (n = 360,000) | Rap guanine nucleotide exchange factor 4 (Homo sapiens), Q8WZA2 | AID 720711, 2013 | EPAC2 activation, biochemical qHTS; response scale: 100% = 6.5 mM cAMP response | Potency, µM (highest dose often 154 µM), inactives show top-dose activation, usual class: activators; further: potency means the concentration at half of the fitted maximal effect; nearly all actives have a fitted effect of over 50% in size
#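 Nucleotide exchange monitored as fluorescence drop when BODIPY-GDP leaves Rap1B. Reaction: 100 nM EPAC2, 250 nM RAP1B-BODIPY-GDP, 50 uM GDP, room temperature, kinetic read over 30 min. Activity expressed relative to 6.5 mM cAMP.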
# Abeta yeast res: qHTS for compounds that reverse cellular toxicity of Amyloid beta (A-beta) peptide in yeast: Primary Screen; actives 0.063% (n = 410,000); yeast expressing A-beta42, growth rescue, OD600, 48 h; response scale: 0% DMSO, 100% iron-clioquinol control; Potency, µM (highest dose often 46.1 µM), for the others: at the top dose growth rescue, actives largely listed as activators; further: potency means the concentration at half of the fitted maximal effect; nearly all actives have a fitted effect of over 55% in size
#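 Growth rescue measured by 600 nm absorbance after 48 h yeast culture at 30 C with compound. Values normalized between DMSO and an equimolar ferric chloride plus clioquinol control.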
# An asterisk follows results filed as active; ? = inconclusive; nt = not tested or not shown; & = joins results of further samples; [ ] = dose if it differs, or a comment. Unless noted, the call rests on the fitted dose curve; in most records, active means well fitted curve in the direction sought with a large enough effect; inconclusive means small, poorly fitted or top-dose-only effect, or another doubt; inactive means no such curve, though single readings can be large; an effect the other way counts as inactive or inconclusive. Not all compounds are listed; count on the stated rates, not on these rows.
SMILES,D3 antag,aSyn yeast inh,EPAC2 antag,FUS yeast rescue,D3 ag,TDP43 rescue,EPAC2 ag,Abeta yeast res
Cc1ccc2cccc(S(=O)(=O)Nc3ccc4c(c3)OCO4)c2n1,-10,6%,2%,35%,1,25%,6%,8%
CC1CCN(CCCOc2ccc(OCc3ccccc3)cc2)CC1,-70*,2%,-4%,3%,0,1%,4%,16%
CCOC(=O)[C@]12CCCC=C1N(CCC1=CCCCC1)C(=O)[C@H](CC(=O)NCc1ccccc1)C2,-9,3%,-9%,?,2,22µM*,1%,?
COc1ccc2cc(C3(C)NC(=O)N(CC(=O)N4CCCCC4)C3=O)ccc2c1 (stereo unspecified),1,11%,4%,8%,-15,-9%,2%,2%
Nc1c(-c2ccccc2)cnn1-c1cccc(C(F)(F)F)c1,0,-4%,5%,-13%,3,2%,-3%,-1%
OC(CN1C2=NCCN2c2ccccc21)c1ccc2c(c1)OCO2 (stereo unspecified),0,-1%,-1%,2%,-3,-1%,4%,8%
c1ccc(-c2nc[nH]c2-c2ccccc2)cc1,-8,5%,-4%,16%,-7&-15,-10%,-5%,3%
COC(=O)/C=C1\SC(=Nc2ccccc2)NC1=O,-3,-6%,18%,nt,-10,7%,8%,0%
Cc1ccc2cc(NC(=O)c3ccc(C(C)(C)C)cc3)ccc2n1,19,-4%,-22%,19%,12,1%,-4%,-2%
COC(=O)c1cc(OC)c(OC)cc1NC(=S)N1CCCC1,-3,0%,-6%,-6%,5,22%[9.22 µM],11%,-4%
COCCCNC(=O)c1c(NC(=O)c2cc(=O)c3ccccc3o2)sc2c1CCCC2,nt,nt,nt,32%,1,10%,nt,-11%
Cc1nn(-c2ccccn2)c2c1C(=O)C(Br)CC2 (stereo unspecified),-9,11%,-9%,28%,-1,2%,3%,-89%[inhibitor]
COc1cc(/C=C/c2nnc3c4ccccc4ncn23)cc(OC)c1OC,32,-2%,2%,?,1,26%,9%,3%
CCc1cc(=O)oc2c3c(cc(OCC(=O)NCCN4CCOCC4)c12)OC(C)(C)CC3,-22,0%,4%,2%,-7,3%,-3%,5%
Fc1ccccc1-c1nc2ccccc2[nH]1,4,-15%,4%,-10%,2,-3%,3%,-49%[inhibitor]
CC(C)c1onc(C(=O)Nc2sc3c(c2C#N)CCC3)c1[N+](=O)[O-],-16,0%,6%,21%,1,-7%[0.397 µM],-2%,2%
CCC(=O)Nc1cccc(C(=O)/C=C/c2ccccc2)c1,-1,-9%,5%,-8%,-19,21%,-84%[inhibitor][15.6 µM],-37%[inhibitor]
COC(=O)C1CSC(C(=O)OC)N1C(=O)Nc1c(C)cccc1C (stereo unspecified),-7,-15%,1%,14%,-21,-16%,8%,-13%
O=C(CN1CCCC1)Nc1ccccc1Cl,?,1%,13%,8%,0,0%,-1%,15%
Cc1ccc(C2CC(c3ccccc3)=NN2c2ccc(S(N)(=O)=O)cc2)cc1 (stereo unspecified),14,14%,-14%,?,7,?,13%,15%
O=S(=O)(Nc1ccc(-c2csc(-c3ccccc3)n2)cc1)c1ccccc1,12,0%,4%,18%,5,?,9%,?
CCN1C[C@@H]2[C@@H]3C(=O)N(Cc4ccccc4)C(=O)[C@@H]3[C@](C)(C1=O)N2C(=O)c1ccc(Br)cc1,1,1%,-8%,12%,-12,1%,6%,2%
CCN(CC)c1ccc(/C=N/NC(=O)c2ccc([N+](=O)[O-])cc2)cc1,-2,-1%,1%,16%,-2,9%,-3%,6%
CC(C)(C)c1ccc(-c2nnc(N)o2)cc1,10,-1%,-28%,2%,9,2%,8%,-5%
Cc1ccc(S(=O)(=O)N2CCOCC2)cc1C(=O)OCC(=O)c1ccc(Br)cc1,9,-9%,-3%,8%,-2,5%,11%,-10%
CC(NC(=O)COC(=O)Cn1cc(C(F)(F)F)ccc1=O)c1ccccc1 (stereo unspecified),1,5%[1.84 µM],-6%,20%,1,9%,3%,8%
Cc1ccc(-c2cc(C(=O)N/N=C/c3ccc(F)cc3)n[nH]2)o1,5,1%,2%,-3%,-2,-4%,-13%,-10%
CC(C)=CC(=O)OCC(=O)Nc1cc(C)cc(C)c1,8,3%,-4%,-30%,-9,29%,-18%,10%
CCOc1ccc(CN(CCc2ccc3c(c2)OCO3)Cc2cc(OC)cc(OC)c2)cc1,nt,nt,nt,14%,-3,-4%,nt,-4%
COc1ccc(CCC(C(O)C(F)(F)F)S(=O)c2ccccc2)cc1 (stereo unspecified),9,12%,-3%,10%,10,-7%,-3%,21%

# The list goes on (two carried over from the part before).
SMILES,D3 antag,aSyn yeast inh,EPAC2 antag,FUS yeast rescue,D3 ag,TDP43 rescue,EPAC2 ag,Abeta yeast res
CCOc1ccc(CN(CCc2ccc3c(c2)OCO3)Cc2cc(OC)cc(OC)c2)cc1,nt,nt,nt,14%,-3,-4%,nt,-4%
COc1ccc(CCC(C(O)C(F)(F)F)S(=O)c2ccccc2)cc1 (stereo unspecified),9,12%,-3%,10%,10,-7%,-3%,21%
CCc1cc(C(=O)N2CCCC(C(=O)c3ccc(OC)c(F)c3)C2)n(C)n1 (stereo unspecified),-27,-6%,-5%,4%,4,12%,4%,-1%
CC(C)(C)OC(=O)N/N=C/c1ccc(N2CCOCC2)s1,4,-2%,7%,-8%,2,21%,-13%,9%
Cc1ccc(-n2nc(C)c(=O)c(-c3ccccc3)c2NC(=O)C(C)C)cc1,0,-6%,9%,-14%,-2,-19%,2%,7%
CC(NC(=O)C(=O)NCCN1CCN(C(=O)c2ccccc2Br)CC1)c1ccccc1 (stereo unspecified),-12,1%,5%,8%,-9,-8%,7%,-8%
COCCN1C2=C(COC(C)(C)C2)C(=S)NC1c1ccccc1 (stereo unspecified),?,-4%,6%,25%,-15,-15%,14%,1%
CCOC(=O)c1cnn2c(C(F)(F)F)cc(-c3ccc(Br)cc3)nc12,nt,nt,nt,14%,7,13%,nt,1%
COc1ccc(-n2c(Cc3cccn3C)nnc2SCC(=O)Nc2ccc3c(c2)OCO3)cc1,68,3%,5%,23%,1,4%,4%,29%
COC(=O)C1=CN(c2ccc(F)cc2)C(N)=C(C#N)C1c1cccc(OC)c1OC (stereo unspecified),3,5%,?,-1%,2,20%,1%,1%
CCOC(=O)Cn1nnnc1CN1CCN(c2ccc(OC)cc2)CC1,22,4%,13%,0%,4,-10%,10%,0%
CC(=O)Oc1ccc(N2C(=O)CC(N3CCOCC3)C2=O)cc1 (stereo unspecified),?,-2%,31%,?,-6,-20%,9%,-29%
OCc1nc2ccccc2n1CCOc1ccccc1,2,-6%,-12%,-4%,2,15%,5%,-1%
Cc1cc(C(F)(F)F)nn1CC(=O)N1CCOCC1,5,-4%,4%,-13%,4,-5%,11%,16%
Cc1cc(C)cc(OCC(O)CN2CCN(Cc3ccc4c(c3)OCO4)CC2)c1 (stereo unspecified),-20,7%,8%,16%,-3,-23%,3%,19%
S=c1sc2c(N3CCOCC3)ncnc2n1-c1ccccc1,3,-5%,4%,-22%,0,4%,3%,-12%
Cc1ccc(-n2c(-c3ccc(Cl)cc3)n[nH]c2=S)cc1,?,-3%,-6%,-8%,-10,6%,9%,16%
CC(C)Oc1ccc(C2CC(=O)N(C)C2=O)cc1 (stereo unspecified),90,-1%,-2%,-11%,1,17%,2%,-3%
COc1ccc(CN(C(=O)c2cc(=O)c3ccccc3o2)C2CCS(=O)(=O)C2)cc1OC (stereo unspecified),18,8%,2%,-2%&-5%,1&0,8%&7%,-3%,4%&-14%
C/C(CC(=O)NC(C)(C)C)=N\NC(=O)c1ccccc1N,3,0%,-4%,0%,2,7%,1%,-6%
COc1cc(C2C3=C(CCCC3=O)Nc3[nH]n(-c4ccccc4)c(=O)c32)cc(OC)c1OC (stereo unspecified),-9,-6%,21%,?,-10,-14%,-2%,19%
O=C(CSc1nnc(-c2ccncc2)n1C1CCCCC1)Nc1cccc(O)c1,6,-7%,-3%,36%,-1,4%,1%,4%
COC(=O)c1cc(-c2ccccc2)n[nH]1,11,-1%,10%,5%,-1,-7%,-11%,-3%

# Gathered by group, the entries above containing an aryl methoxy group
SMILES,D3 antag,aSyn yeast inh,EPAC2 antag,FUS yeast rescue,D3 ag,TDP43 rescue,EPAC2 ag,Abeta yeast res
COc1ccc2cc(C3(C)NC(=O)N(CC(=O)N4CCCCC4)C3=O)ccc2c1 (stereo unspecified),1,11%,4%,8%,-15,-9%,2%,2%
COC(=O)c1cc(OC)c(OC)cc1NC(=S)N1CCCC1,-3,0%,-6%,-6%,5,22%[9.22 µM],11%,-4%
COc1cc(/C=C/c2nnc3c4ccccc4ncn23)cc(OC)c1OC,32,-2%,2%,?,1,26%,9%,3%
CCOc1ccc(CN(CCc2ccc3c(c2)OCO3)Cc2cc(OC)cc(OC)c2)cc1,nt,nt,nt,14%,-3,-4%,nt,-4%
COc1ccc(CCC(C(O)C(F)(F)F)S(=O)c2ccccc2)cc1 (stereo unspecified),9,12%,-3%,10%,10,-7%,-3%,21%
CCc1cc(C(=O)N2CCCC(C(=O)c3ccc(OC)c(F)c3)C2)n(C)n1 (stereo unspecified),-27,-6%,-5%,4%,4,12%,4%,-1%
COc1ccc(-n2c(Cc3cccn3C)nnc2SCC(=O)Nc2ccc3c(c2)OCO3)cc1,68,3%,5%,23%,1,4%,4%,29%
COC(=O)C1=CN(c2ccc(F)cc2)C(N)=C(C#N)C1c1cccc(OC)c1OC (stereo unspecified),3,5%,?,-1%,2,20%,1%,1%
CCOC(=O)Cn1nnnc1CN1CCN(c2ccc(OC)cc2)CC1,22,4%,13%,0%,4,-10%,10%,0%
COc1ccc(CN(C(=O)c2cc(=O)c3ccccc3o2)C2CCS(=O)(=O)C2)cc1OC (stereo unspecified),18,8%,2%,-2%&-5%,1&0,8%&7%,-3%,4%&-14%
COc1cc(C2C3=C(CCCC3=O)Nc3[nH]n(-c4ccccc4)c(=O)c32)cc(OC)c1OC (stereo unspecified),-9,-6%,21%,?,-10,-14%,-2%,19%
